KCC2 mod: KCC2 (human) Cl- transport modulation; hit rate 2.2% among 190,000; KCC2 cells, thallium flux FluoZin-2 fluorescence; B-score of Tl+ flux slope (higher = more flux/activation; lower = inhibition) at 10 µM; Q9H2X9;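 active = thallium flux slope and its plate-corrected score both differing from the plate sample mean at a set confidence after two filtering rounds, in either direction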;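 note: slope of fluorescence scaled to starting intensity during 10 to 20 s after thallium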
NCF1 inh: p47phox (human) inhibition. P14598. p47phox/p22phox peptide binding, fluorescence polarization, 2 h. inhibition, % at 24.7 µM. hit rate 0.53% among 220,000. AID 1274;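 note: 0% = p47phox with labelled peptide and 100% = labelled peptide alone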
eIF4E 4G PPI: eIF4E/eIF4G interaction inhibition in translation initiation. P63073+Q04637. TR-FRET eIF4E-eIF4GI(517-606) binding, 2 h. inhibition, % at 21.7 µM. hit rate 0.37% among 220,000. AID 782;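 note: 0% = full FRET control wells and 100% = background wells lacking eIF4GI fragment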
14-3-3 Bad PPI: disrupts binding of bovine 14-3-3 zeta to phospho-Bad peptide; P63103; TR-FRET 14-3-3zeta/Dy647-pBad peptide displacement, 1 h; inhibition, % at 21.7 µM; hit rate 0.71% among 220,000; AID 781;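 active = inhibition above about 70%, limit read from the data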;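 note: 0% = full 14-3-3 plus peptide FRET controls and 100% = background without 14-3-3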
Target sequence (P63103 whole entry, looked up): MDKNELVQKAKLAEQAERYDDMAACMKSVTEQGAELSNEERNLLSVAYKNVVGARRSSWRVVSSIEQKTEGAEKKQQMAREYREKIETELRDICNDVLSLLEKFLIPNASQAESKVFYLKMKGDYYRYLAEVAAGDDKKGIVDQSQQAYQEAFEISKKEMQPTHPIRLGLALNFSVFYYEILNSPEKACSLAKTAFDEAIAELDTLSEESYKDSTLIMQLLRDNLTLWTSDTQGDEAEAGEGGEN
Rad51 HR inh: blocks human Rad51 in homologous recombination. Q06609. hRad51 DNA strand exchange, fluorescence dequenching. inhibition, % at 10 µM. hit rate 0.085% among 200,000. AID 1385;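 active = inhibition above 40% at the single screening dose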;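 note: 0% = DMSO control wells and 100% = blanks with heterologous ssDNA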
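material = hRad51 filaments on single-stranded DNA | timing = filaments 15 min 37 °C, then compound 30 min | signal = FRET fluorescence dequenching, excitation 485 nm, emission 520 nm | benchmarks = control wells and blank wells on each plate | evaluation = percent inhibition relative to plate controls and blanks | compound = 10 µM final, single point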
thrombin 1536: thrombin (human) inhibition; alpha-thrombin, Boc-VPR-AMC fluorogenic substrate cleavage; inhibition, % at 5 µM; P00734; hit rate 0.26% among 220,000;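 active = inhibition at or above 40%; inactive = inhibition below 40%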;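 note: 0% = enzyme with no compound and 100% = wells without enzyme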
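Material: human alpha-thrombin protein; Also added: Boc-VPR-AMC substrate, 15 µM final; Timing: enzyme reaction carried out at room temperature; Signal: fluorescence, ex 355 nm, em 460 nm; Measure: % inhibition of thrombin; Controls: enzyme without compound as high, wells lacking enzyme as low.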
hK5 inh: blocks human kallikrein 5 protease activity; Q9Y337; recombinant hK5, fluorogenic AMC substrate cleavage; inhibition, % at 5 µM; hit rate 0.59% among 210,000; AID 873;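 active = inhibition of 40% or more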;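 note: 0% = enzyme controls without compound and 100% = no-enzyme blanks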
Furin inh: blocks human furin protease activity | purified furin, fluorogenic substrate cleavage | P09958 | hit rate 0.061% among 220,000 | inhibition, % at 30 µM | AID 463115; in the data active = inhibition above about 25%; note: inactives centre near -15
Target sequence (P09958 108-714 limits assumed): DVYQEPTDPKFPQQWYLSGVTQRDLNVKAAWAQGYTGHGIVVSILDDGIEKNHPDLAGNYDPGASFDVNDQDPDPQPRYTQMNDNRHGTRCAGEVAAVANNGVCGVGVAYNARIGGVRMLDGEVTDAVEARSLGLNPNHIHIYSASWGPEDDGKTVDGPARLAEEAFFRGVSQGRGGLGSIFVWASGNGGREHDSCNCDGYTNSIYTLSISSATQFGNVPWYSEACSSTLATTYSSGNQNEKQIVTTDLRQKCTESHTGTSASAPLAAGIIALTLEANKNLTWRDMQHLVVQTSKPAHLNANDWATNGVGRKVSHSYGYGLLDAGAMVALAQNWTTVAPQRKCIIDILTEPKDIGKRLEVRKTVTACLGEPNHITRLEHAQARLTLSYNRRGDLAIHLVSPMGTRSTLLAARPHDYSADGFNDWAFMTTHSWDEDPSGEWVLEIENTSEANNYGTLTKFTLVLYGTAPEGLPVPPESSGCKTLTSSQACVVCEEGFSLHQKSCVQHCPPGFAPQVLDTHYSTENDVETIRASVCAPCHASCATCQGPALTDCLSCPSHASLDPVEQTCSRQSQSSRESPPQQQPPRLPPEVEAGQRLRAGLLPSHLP
EBV gp42 block: inhibitors of Epstein-Barr virus glycoprotein 42. Q1HVG2. Fluorescence polarization binding assay, mP read-out. inhibition, % (tested at 21.74 µM). hit rate 0.42% among 220,000; in the data active = inhibition above about 50%
Target sequence (Q1HVG2 whole entry, looked up): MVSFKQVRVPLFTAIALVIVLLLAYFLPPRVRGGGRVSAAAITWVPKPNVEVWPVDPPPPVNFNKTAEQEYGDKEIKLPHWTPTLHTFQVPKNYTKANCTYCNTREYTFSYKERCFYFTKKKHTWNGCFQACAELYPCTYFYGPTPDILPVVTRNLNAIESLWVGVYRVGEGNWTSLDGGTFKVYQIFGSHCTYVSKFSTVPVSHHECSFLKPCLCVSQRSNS
* = called active by the depositor; · = no result given; [ ] = dose if it differs, or a comment.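 Rule for the calls, unless noted: active = inhibition above about 30% (limit read from the data); inactive = the rest.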 The order is random; about 4.7% have a hit in one of these screens.

1) Cc1cc2nc3n(c2cc1C)CC1CC(C(=O)NCC2CC2)N(C)C31 (centres undefined)
2) CCCc1cc(=O)n2[nH]c(NCc3ccc(Cl)cc3Cl)nc2n1
3) Cc1ccccc1OCC(=O)Nc1ccc(C(N)=O)cc1
4) O=C(COC(=O)c1ccc2c(c1)C(=O)N(Cc1ccncc1)C2=O)Nc1ccccc1[N+](=O)[O-]
5) CC(C)(C)NC(=O)C(c1ccncc1)N(C(=O)CNC(=O)c1ccco1)c1ccc2c(c1)OCO2 (centres undefined)
6) Cc1cc(C(=O)Cn2nc(C(=O)O)c3ccccc3c2=O)c(C)n1-c1ccc(OC(F)F)cc1

Assay by compound,1,2,3,4,5,6
KCC2 mod,0.77,-2.3,1.4,-0.39,0.21,-0.74
NCF1 inh,-5,-8,-8,10,-8,-42
eIF4E 4G PPI,3,2,-15,-2,0,-3
14-3-3 Bad PPI,-5,-6,-4,32,-5,-8
Rad51 HR inh,-4,9,14,-2,-1,-14
thrombin 1536,-3,5,1,14,-1,-15
hK5 inh,1,7,-12,0,5,-7
Furin inh,-26,-30,-21[20 µM],2,-18[20 µM],-12
EBV gp42 block,-17,-12,-12,5,-8,-11

An excerpt of these results, field by field:
[2] CCCc1cc(=O)n2[nH]c(NCc3ccc(Cl)cc3Cl)nc2n1
  KCC2 mod: -2.3
  NCF1 inh: -8
  eIF4E 4G PPI: 2
  14-3-3 Bad PPI: -6
  Rad51 HR inh: 9
  thrombin 1536: 5
  hK5 inh: 7
  Furin inh: -30
  EBV gp42 block: -12

[3] Cc1ccccc1OCC(=O)Nc1ccc(C(N)=O)cc1
  KCC2 mod: 1.4
  NCF1 inh: -8
  eIF4E 4G PPI: -15
  14-3-3 Bad PPI: -4
  Rad51 HR inh: 14
  thrombin 1536: 1
  hK5 inh: -12
  Furin inh: -21[20 µM]
  EBV gp42 block: -12

New compounds follow.
7) Cc1nc(N2CCN(S(=O)(=O)c3ccccc3C#N)CC2)c2c(-c3cccs3)csc2n1
8) CC(=O)Nc1ccccc1-c1nc2ccc(C(=O)N3CCN(c4ccccc4)CC3)cc2[nH]c1=O
9) COc1ccc(NC(=O)CSc2nnc(NC(=O)c3ccc(S(=O)(=O)N4CCOCC4)cc3)s2)cc1
10) Cn1c(NC(=S)Nc2ccccc2)nc2ccccc21
11) CC(C)(C)C1CCC(=NNc2ncc(C(F)(F)F)cc2Cl)CC1 (centres undefined)
12) Cc1ccc(CN2CCN(/N=C/c3ccc(N(C)C)cc3)CC2)cc1

Assay by compound,7,8,9,10,11,12
KCC2 mod,0.14,0.99,0.016,7.4*,-0.68,1.5
NCF1 inh,-41,-7,3,-21,-3,-3
eIF4E 4G PPI,-8,-2,-6,16[fluorescence artefact?],2[fluorescence artefact?],1
14-3-3 Bad PPI,-21,4,0,-5,-9,-6
Rad51 HR inh,5,7,-4,1,8,·
thrombin 1536,1,1,-6,1,1,-10
hK5 inh,4,-2,-8,-88,-29,-2
Furin inh,-6,-5,-5,-29,-16[20 µM],-22
EBV gp42 block,-10,1,-2,-12,5,-9

13) Cc1ccn(CC(=O)N/N=C/c2cc([N+](=O)[O-])ccc2O)n1
14) O=C(COC(=O)/C=C/c1ccc(OC(F)F)cc1)NCCN1C(=O)CSC1=O
15) COc1ccc(C2c3ccsc3CCN2C(=O)C(C)(C)C)cc1 (centres undefined)
16) COc1ccccc1NC(=O)Cn1c(C)cc(=O)c2cccc(OC)c21
17) Cc1ccc(NC(=O)COc2ccccc2[N+](=O)[O-])nc1
18) CCCOC(=O)c1ccc(NC(=O)c2nc3nc(C)cc(C)n3n2)cc1

Assay by compound,13,14,15,16,17,18
KCC2 mod,0.72,-0.18,-2.7,-1.8,0.93,-0.039
NCF1 inh,4,46*,-4,8,6,·
eIF4E 4G PPI,2,1,-3,-13,3,20
14-3-3 Bad PPI,-14,5,0,4,-2,6
Rad51 HR inh,4,-5,10,-2,0,·
thrombin 1536,2,0,-4,-2,1,0
hK5 inh,-55,5,-8,2,3,5
Furin inh,-7,-15,-13,-13,-10,-27
EBV gp42 block,-16,-12,8,-2,-13,-3

19) CC1=NC2(CCCc3c2no[n+]3[O-])N(O)C1(C)C (centres undefined)
20) CC(=O)O/N=C1\C(=O)N(Cc2ccc(C)cc2)c2ccccc21
21) O=C(c1ccc2[nH]c3c(c2c1)CCCC3)N1CCN(c2ccc(F)cc2)CC1
22) CC(C(=O)NC1CCCC1)N(Cc1ccc2c(c1)OCO2)C(=O)c1snc(C(N)=O)c1N (centres undefined)
23) O=C(CNC(=O)c1cccs1)c1ccc(F)cc1
24) C/C(=N/NC(=O)C(O)(c1ccccc1)c1ccccc1)c1ccc([N+](=O)[O-])o1

Assay by compound,19,20,21,22,23,24
KCC2 mod,-0.21,-0.34,0.032,·,-0.66,0.41
NCF1 inh,-6,-4,-16,-2,-25,-9
eIF4E 4G PPI,0[fluorescence artefact?],5,1,-5,-1,2
14-3-3 Bad PPI,-4,18,6,-7,-8,4
Rad51 HR inh,4,27,10,6,2,-103
thrombin 1536,3,12,-7,-22,3,-12
hK5 inh,-8,-6,-15,-18,-6,1
Furin inh,-12,-4,-2,-17,4[20 µM],-5
EBV gp42 block,-18,-9,-16,-13,-7,6

25) COCc1c(C(=O)OCc2nc(N)nc(Nc3ccccc3C)n2)oc2ccccc12
26) COC(=O)[C@H](C)NC(=O)COc1ccccc1
27) C=CCSc1nnc(-c2ccc(Cl)cc2Cl)o1
28) O=C(COc1ccccc1F)NC1CC1
29) CCc1nnc(NC(=O)C2=CCN(S(=O)(=O)c3ccccc3)CC2)s1
30) O=C(N/N=C1\CC2CC=CC12)c1ccc(O)cc1 (centres undefined)

Assay by compound,25,26,27,28,29,30
KCC2 mod,0,0.14,0.74,1.7,1.1,0.49
NCF1 inh,-4,-6,-13,-5,-2,-3
eIF4E 4G PPI,3[fluorescence artefact?],-1[fluorescence artefact?],0,-4[fluorescence artefact?],-3,-2
14-3-3 Bad PPI,-11[fluorescence artefact?],2,3,-3[fluorescence artefact?],-3,-9
Rad51 HR inh,-6,1,·,0,16,-2
thrombin 1536,-2,-1,0,-10,0,·
hK5 inh,5,0,12,-15,-2,-3
Furin inh,-30[20 µM],-16[20 µM],-21[20 µM],-9[20 µM],-22,-32
EBV gp42 block,-8,-2,-8,-9,-12,-6

31) Cc1ccc(C)c2nc(SCC(=O)N3CCCc4ccccc43)c(C#N)cc12
32) CCCCN(CCCC)C(=O)CN(C)S(=O)(=O)c1ccc2c(c1)n(C)c(=O)c(=O)n2C
33) COC(=O)C1=C(N)OC2=C(C(=O)CCC2)C1c1ccccc1OC (centres undefined)
34) CCSc1ncc(/C=N/Nc2ccccc2)n1C
35) C=CCN(CC=C)C(=S)Nc1ccc(OC)c(OC)c1
36) O=C(NCc1cccs1)c1noc2c1CCCC2

Assay by compound,31,32,33,34,35,36
KCC2 mod,·,0.44,0.0011,-1.5,0.69,0.33
NCF1 inh,-23,3,0,-10,-6,-11
eIF4E 4G PPI,6,1,-4,-5,1,-4
14-3-3 Bad PPI,-8[fluorescence artefact?],-7,1,-4,-12,-4
Rad51 HR inh,-5,-2,15,-8,1,0
thrombin 1536,0,-5,-4,-2,-2,-4
hK5 inh,-16,-29,-2,-11,-2,-19
Furin inh,-14[20 µM],-17[20 µM],-8,-5[20 µM],-18,-11
EBV gp42 block,-24,4,6,0,-18,-1

37) COC(=O)CSc1nnc(CNc2ccc(Cl)cc2)n1-c1ccccc1
38) Cc1ccccc1-c1nc(SCc2ccccn2)c2c(=O)n(C)c(=O)n(C)c2n1
39) COc1ccc(NC(=O)C2=Cc3ccccc3OC2)cc1
40) COc1ccc(C)cc1NC(=O)Cn1cnnn1
41) N=c1c(-c2nc3ccccc3[nH]2)cc(C(=O)c2ccco2)nn1-c1ccccc1
42) CS(=O)(=O)N1CC(C(=O)NN)Oc2ccc(Cl)cc21 (centres undefined)

Assay by compound,37,38,39,40,41,42
KCC2 mod,-0.79,-0.91,0.0095,0.12,-1.2,2
NCF1 inh,-10,-2,-14,-5,-6,-8
eIF4E 4G PPI,0,7,-2,3,4[fluorescence artefact?],1
14-3-3 Bad PPI,-3,33,-4,-4,-5,1
Rad51 HR inh,-10,0,20,0,·,-7
thrombin 1536,3,-8,6,4,3,-7
hK5 inh,35,2,24,-5,-77,-2
Furin inh,-11[20 µM],-20,-20,3,-6,-9[20 µM]
EBV gp42 block,-11,-22,6,-18,-15,-12

43) CC(NCc1ccc(-c2ccccc2)cc1)C(O)c1ccccc1 (centres undefined)
44) CC(C)=CCCC1(C)C=Cc2c(c(C)cc3c2[nH]c2cc(O)ccc23)O1 (centres undefined)
45) CCOC(=O)c1cnn(-c2ccccc2)c1NC(=O)c1ccccc1
46) Cc1ccc(CN=c2c([N+](=O)[O-])nn(-c3cccc(Cl)c3)n2O)cc1
47) O=C(CSc1nnc(-c2ccoc2)o1)N1CCOCC1
48) O=C(CNC(=O)c1ccccc1C(=O)O)c1ccccc1

Assay by compound,43,44,45,46,47,48
KCC2 mod,0.44,-0.39,0.11,-0.41,-0.11,0.3
NCF1 inh,3,-6,-4,13,-7,6
eIF4E 4G PPI,-1,-19,8[fluorescence artefact?],4,-1,-2
14-3-3 Bad PPI,-4,-6,3[fluorescence artefact?],-12,0,-1[fluorescence artefact?]
Rad51 HR inh,·,1,3,-4,0,1
thrombin 1536,3,8,-5,-10,4,-1
hK5 inh,-7,6,5,-5,-17,17
Furin inh,-19,-20,-6,-6,-13,-13[20 µM]
EBV gp42 block,-22,-19,19,18,-15,-24

49) N#Cc1ccc(C(=O)NC2CCCc3ccccc32)cc1 (centres undefined)
50) COC(=O)c1sc(NC(=O)CSc2nncs2)c(C(=O)OC)c1C
51) Cc1cc(=O)[nH]c(SCC(=O)c2c(N)n(C)c(=O)n(C)c2=O)n1
52) CC1Cc2ccccc2N1C(=O)CNc1ccccc1N1CCCCC1 (centres undefined)

Assay by compound,49,50,51,52
KCC2 mod,1.2,0.067,-0.21,0.66
NCF1 inh,3,-21,-8,-22
eIF4E 4G PPI,1,-4,2,0
14-3-3 Bad PPI,-11,9,11,-26
Rad51 HR inh,13,-7,-9,-4
thrombin 1536,-9,2,0,-11
hK5 inh,-2,-1,11,1
Furin inh,-17,-18[20 µM],-10[20 µM],-9
EBV gp42 block,-2,11,-3,-20

Among those listed so far, these have an aryl methoxy group.
9) COc1ccc(NC(=O)CSc2nnc(NC(=O)c3ccc(S(=O)(=O)N4CCOCC4)cc3)s2)cc1
15) COc1ccc(C2c3ccsc3CCN2C(=O)C(C)(C)C)cc1 (centres undefined)
16) COc1ccccc1NC(=O)Cn1c(C)cc(=O)c2cccc(OC)c21
33) COC(=O)C1=C(N)OC2=C(C(=O)CCC2)C1c1ccccc1OC (centres undefined)
35) C=CCN(CC=C)C(=S)Nc1ccc(OC)c(OC)c1
39) COc1ccc(NC(=O)C2=Cc3ccccc3OC2)cc1
40) COc1ccc(C)cc1NC(=O)Cn1cnnn1

Assay by compound,9,15,16,33,35,39,40
KCC2 mod,0.016,-2.7,-1.8,0.0011,0.69,0.0095,0.12
NCF1 inh,3,-4,8,0,-6,-14,-5
eIF4E 4G PPI,-6,-3,-13,-4,1,-2,3
14-3-3 Bad PPI,0,0,4,1,-12,-4,-4
Rad51 HR inh,-4,10,-2,15,1,20,0
thrombin 1536,-6,-4,-2,-4,-2,6,4
hK5 inh,-8,-8,2,-2,-2,24,-5
Furin inh,-5,-13,-13,-8,-18,-20,3
EBV gp42 block,-2,8,-2,6,-18,6,-18
